# Screening data deposited in PubChem by National Center for Advancing Translational Sciences (NCATS).
# NPC1 prom act = activates the NPC1 promoter | Huh7 NPC1 promoter luciferase reporter, 24 h | Potency, µM (highest dose often 9.22 µM), for inactives: at the top dose activation, actives largely listed as activators | 320,000 compounds, 2.4% hits | AID 485313;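 note: potency is the fitted concentration of half-maximal effect; % of control where 0% means no effect; nearly all actives have a fitted effect of over 60% in size; reporter is driven by a mutant NPC1 promoter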
#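 Luminescence read-out of NPC1 promoter-driven luciferase in stably transfected Huh7 cells; compounds delivered in DMSO and left 24 h at 37C, 5% CO2, qHTS titration format.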
# RORg inh = blocks mouse ROR gamma transcriptional activity; P51450; Potency, µM (titrated, usually from 53.6 µM), for inactives: top-dose activity change, negative = inhibition, hits mostly inhibitors; Drosophila S2 Gal4-RORgamma UAS-luciferase reporter, 20 h; 310,000 compounds, 5.4% hits; AID 2551; note: potency is the fitted concentration of half-maximal effect; % is set by controls: 0 for no effect and ±100 for the full control effect; nearly all actives have a fitted effect of over 60% in size
#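 Stably transfected Drosophila Schneider cells are the test system, with ROR gamma fused to Gal4 and luciferase under UAS control; luminescence is read after 20 hr of 700 uM copper sulfate induction at ambient temperature.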
# VP16 counter = counter-screen for ROR gamma inhibitors: Gal4-VP16 reporter; Drosophila S2 Gal4-VP16 UAS-luciferase, luminescence, 20 h; Potency, µM (top dose mostly 53.6 µM), inactives show at the top dose activity, negative = inhibition, actives largely listed as inhibitors; 310,000 compounds, 3.5% hits; AID 2546;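 note: Gal4-VP16 expression switched on by copper sulfate through the metallothionein promoter; potency is the fitted concentration of half-maximal effect; % is set by controls: 0 for no effect and ±100 for the full control effect; nearly all actives have a fitted effect of over 50% in size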
# Tb PFK inh = inhibitors of T. brucei phosphofructokinase | Potency, µM (doses to about 57.5 µM), for the others: top-dose activity, negative = inhibition, usual class: inhibitors | 330,000 compounds, 0.17% hits | T. brucei PFK, ADP-Glo luminescence;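 note: potency is the fitted concentration of half-maximal effect; 0% = uninhibited 1x PFK enzyme wells and -100% = no-enzyme wells; nearly all actives have a fitted effect of over 60% in size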
# Target sequence (O15648 whole entry, looked up): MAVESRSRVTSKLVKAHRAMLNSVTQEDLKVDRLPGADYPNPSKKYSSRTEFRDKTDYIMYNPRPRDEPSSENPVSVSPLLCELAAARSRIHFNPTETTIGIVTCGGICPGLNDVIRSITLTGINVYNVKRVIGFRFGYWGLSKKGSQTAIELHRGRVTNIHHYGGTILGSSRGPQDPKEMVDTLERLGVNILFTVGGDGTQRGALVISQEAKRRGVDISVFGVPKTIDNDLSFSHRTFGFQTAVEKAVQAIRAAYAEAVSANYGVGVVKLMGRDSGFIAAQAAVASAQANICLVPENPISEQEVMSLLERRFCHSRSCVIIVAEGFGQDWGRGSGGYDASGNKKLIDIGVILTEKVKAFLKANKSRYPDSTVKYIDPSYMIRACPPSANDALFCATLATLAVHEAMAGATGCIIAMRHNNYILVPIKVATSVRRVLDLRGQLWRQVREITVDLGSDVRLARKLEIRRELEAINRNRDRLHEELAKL
#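 Compounds were pin-transferred as a titration series up to 57 uM into substrate buffer (0.5 mM F6P, 0.1 mM ATP, pH 8.0), then 1.25 nM PFK was added and reactions ran 45 min before ADP-Glo detection.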
# Rab9 prom act = activates the Rab9 promoter; 320,000 compounds, 2.8% hits; Huh7 Rab9 promoter-luciferase reporter, luminescence, 24 h; Potency, µM (top dose mostly 9.22 µM), without a hit: at the top dose activation, negative = inhibition, actives largely listed as activators; note: potency is the fitted concentration of half-maximal effect; % of control where 0% means no effect; nearly all actives have a fitted effect of over 60% in size
#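 Huh7 cells stably carrying Rab9 promoter–luciferase reporter, plated 1500 cells/well, compound added after 2 h and incubated 24 h at 37 °C; luciferase luminescence then read after 10 min with detection reagent.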
# Giardia kill = kills Giardia lamblia. Giardia lamblia trophozoite viability. activity change, % at 7.66 µM, hits read low. 340,000 compounds, 0.15% hits. AID 540267; in the data active = activity change below about -80%; inconclusive = between about -30% and that limit;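 note: parasites exposed to compound for two days anaerobically before the ATP read; % is set by controls: 0 for no effect and ±100 for the full control effect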
#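 Trophozoite viability was measured as ATP-dependent luminescence, read 15-30 min after reagent addition. Before that, parasites at 100 cells/well were exposed to compounds for 48 h, anaerobically, at 37 deg C.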
# KCNH2 3.1 block = inhibitors of human KCNH2 3.1 potassium channel isoform | 340,000 compounds, 0.95% hits | U2OS KCNH2 3.1, thallium flux FluxOr; active compounds read low | AID 720553 | activity change, % (tested at about 1.8 µM);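 active = maximum activity change below -70%; inconclusive = maximum activity change from -70% to -50%; inactive = maximum activity change above -50%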;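 note: thallium influx rate constant from kinetic fluorescence after stimulation buffer; % is set by controls: 0 for no effect and ±100 for the full control effect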
#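 U2OS cells transduced with KCNH2 3.1 mutant virus (1.77 x 10^8 /mL, 4 h), plated overnight at 37 C, loaded 45 min with FluxOr dye plus Red40 quencher. Thallium flux rate constant from kinetic reads after stimulation buffer, normalised to controls.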
# Coupling enz = inhibits coupling enzyme system, counter-screen for aldolase hits | coupling enzyme system counterscreen, AmpLite Red fluorescence | AID 2472 | 290,000 compounds, 0.67% hits | activity change, negative = inhibition, % at 58.2 µM, hits read low; in the data active = activity change below about -30%; note: % is set by controls: 0 for no effect and ±100 for the full control effect
#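 Activity here indicates interference with the coupling reaction, not aldolase inhibition. Compounds at 57.5 uM final met coupling enzymes for 10 min at RT; substrate and AmpLite Red detection followed, with a 525/598 nm fluorescence read after 20 min.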
# FLuc modulator = inhibits or activates purified firefly luciferase, miR-21 counter-screen. 360,000 compounds, 6.9% hits. P08659. purified FLuc, Km substrates, luminescence inhibition. Potency, µM (highest dose often 57.5 µM), without a hit: at the top dose activity change, negative = inhibition, usual class: inhibitors. AID 588342;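 note: potency is the fitted concentration of half-maximal effect; plate controls were vehicle for no effect and reference inhibitor for full effect; nearly all actives have a fitted effect of over 55% in size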
# Target sequence (P08659 whole entry, looked up): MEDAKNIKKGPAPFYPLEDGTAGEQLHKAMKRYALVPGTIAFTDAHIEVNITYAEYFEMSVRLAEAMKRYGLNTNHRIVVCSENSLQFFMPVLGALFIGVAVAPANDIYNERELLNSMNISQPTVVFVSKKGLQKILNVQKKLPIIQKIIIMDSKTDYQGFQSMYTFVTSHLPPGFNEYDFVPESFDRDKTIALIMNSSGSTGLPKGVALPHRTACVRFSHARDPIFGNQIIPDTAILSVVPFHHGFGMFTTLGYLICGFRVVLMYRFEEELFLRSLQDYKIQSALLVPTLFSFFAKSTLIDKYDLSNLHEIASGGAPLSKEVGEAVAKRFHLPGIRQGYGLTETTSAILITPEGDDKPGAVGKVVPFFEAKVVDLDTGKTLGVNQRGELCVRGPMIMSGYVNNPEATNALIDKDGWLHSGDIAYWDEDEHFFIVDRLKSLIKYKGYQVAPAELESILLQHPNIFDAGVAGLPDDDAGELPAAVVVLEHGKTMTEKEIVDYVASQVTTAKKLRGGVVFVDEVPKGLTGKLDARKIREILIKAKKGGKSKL
#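 Purified P. pyralis luciferase (10nM final) with 10uM D-luciferin and 10uM ATP (Km levels) in 50mM Tris acetate pH 7.5, 10mM Mg acetate, 0.01% Tween-20, 0.05% BSA; qHTS 6-point titration, ~60 µM downward; luminescence read.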
# ELG1 genotox = genotoxicity induction in ELG1-luciferase HEK293T cells; 330,000 compounds, 1.3% hits; Potency, µM (doses to about 46 µM), without a hit: top-dose activity change, positive = activation, hits mostly activators; HEK293T ELG1-luciferase reporter, luminescence, 16 h; AID 504466; note: potency is the fitted concentration of half-maximal effect; % of control where 0% means no effect; nearly all actives have a fitted effect of over 60% in size
#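 DMSO vehicle served as control against compound-treated ELG1-luciferase HEK293T cells; exposure lasted 16 hr at 37 °C and 5% CO2, followed by ONE-Glo luminescence detection after 30 min.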
# uPA generation = blocks generation of uPA at the cell surface; cell surface uPA generation assay, qHTS; Potency, µM (doses to about 38.3 µM), inactives show at the highest dose activity change, negative = inhibition, usual class: inhibitors; 330,000 compounds, 0.31% hits; AID 540303; active = well fitted inhibition curve with a large enough effect; inconclusive = small, poorly fitted or top-dose-only effect; inactive = no such curve, though single readings can be large or run the other way; tested in mouse RAW 264.7 cells; note: potency is the fitted concentration of half-maximal effect; % is set by controls: 0 for no effect and ±100 for the full control effect; nearly all actives have a fitted effect of over 55% in size
# * = called active by the depositor; ? = inconclusive; . = no result given; & = joins results of further samples; [ ] = remark or other dose. Unless noted, calls come from the whole dose curve; as a rule, active = well fitted curve in the direction sought with a large enough effect; inconclusive = small, poorly fitted or top-dose-only effect, or another doubt; inactive = no such curve, though single readings can be large; an effect the other way counts as inactive or inconclusive.
# Sample of the layout (two entries):
SMILES,NPC1 prom act,RORg inh,VP16 counter,Tb PFK inh,Rab9 prom act,Giardia kill,KCNH2 3.1 block,Coupling enz,FLuc modulator,ELG1 genotox,uPA generation
CC(Oc1ccc2c(-c3ccccc3)cc(=O)oc2c1)C(=O)NCCN1CCOCC1 (stereo not given),-4%,3%,-1%,-1%,-4%,6,4,1,3%,-5%,-17%
O=C(CN(Cc1ccccc1Cl)C(=O)c1csnn1)NCc1ccc2c(c1)OCO2,2%,20%,3%,0%,-3%,-14,-6,1,2%,-8%,6%

# Results, from the first entry:
SMILES,NPC1 prom act,RORg inh,VP16 counter,Tb PFK inh,Rab9 prom act,Giardia kill,KCNH2 3.1 block,Coupling enz,FLuc modulator,ELG1 genotox,uPA generation
CC(Oc1ccc2c(-c3ccccc3)cc(=O)oc2c1)C(=O)NCCN1CCOCC1 (stereo not given),-4%,3%,-1%,-1%,-4%,6,4,1,3%,-5%,-17%
O=C(CN(Cc1ccccc1Cl)C(=O)c1csnn1)NCc1ccc2c(c1)OCO2,2%,20%,3%,0%,-3%,-14,-6,1,2%,-8%,6%
Cc1ccccc1CS(=O)(=O)CC(O)CN1CCCC1=O (stereo not given),0%,0%,-1%,-2%,-1%,6,24,3,2%,-1%,-3%
O=C(Nc1cccc([N+](=O)[O-])c1)C1C2CCCCC21 (stereo not given),2%,?,1%,-4%,15%,13,23,-1,-9%,0%,-3%
CCc1cc2cc(C)cc(C)c2nc1SCC(=O)N1CCCC1,-10%,?,-22%,1%,-4%,2,-23,0,4%,2%,1%
CN(C(=O)c1ccccc1Cl)C1CCCCC1,1%,1%,17%,-10%,1%,-7,7,3,5%,4%,.
Cc1[nH]c2ccccc2c(=O)c1SC(F)(F)C(F)C(F)(F)F (stereo not given),1%,20%,5%,0%,-11%,7,-3,-1,-1%,0%,-4%
O=C(NC(=S)NCC1CCCO1)c1ccc([N+](=O)[O-])cc1 (stereo not given),7%,13µM*,-93%,-8%,-1%,-18,-2,0,-5%,4%,2%
Cc1ccc(NC(=O)NC(=O)c2ccccc2)cc1F,0.56µM*,8%[1.91 µM],-12%,0%,0.4µM*,-1,7,4,-18%,29%,1%
COc1ccc(N2C(=O)C(C)(C)C2c2c(O)ccc3ccccc23)cc1 (stereo not given),3%,-2%,0%,4%,-3%,13,-6,-1,0%,-2%,1%
COc1ccc(C)cc1NC(=O)CN(C)S(=O)(=O)c1cccs1,-2%,36%,4%,4%,1%,-22,-6,0,-3%,-3%,4%
Cc1noc(NS(=O)(=O)c2ccc(NC(=O)c3oc4ccc(Cl)cc4c3C)cc2)c1C,-2%,?,28%,32%,16%,-9,13,9,17µM*,16%,-1%
Cc1ccnc(NC(=O)CCC(=O)N(CC(=O)NCCc2ccccc2)c2ccccc2F)c1,0%,24%,-2%,-3%,-2%,5,1,2,-3%,-1%,-1%
CC(C)CN(CC(C)C)C1=N/C(=C\c2ccco2)C(=O)N1c1ccccc1,-4%,7%,-14%,2%,-2%,2,-2,0,3%,-3%,7%
Cc1ccc(C(=O)Nc2c(C)cc(-c3ccc(Cl)cc3)oc2=O)cc1,-6%,-18%,-18%,0%,-1%,4,-10,-3,1%,5%,-8%
O=C(NCc1ccccc1)c1cc[n+]([O-])cc1,1%,-24%,-3%,0%,-3%,27,6,-1,0%,-1%,1%
CC(C)(C)c1cc[n+](CC(=O)Nc2cc(C(F)(F)F)ccc2N2CCOCC2)cc1,-1%,-1%,4%,4%,-3%,-16,-2,-2,0%,-3%,0%
Cc1nn(-c2ccc(C(=O)N3CCN(S(=O)(=O)c4ccccc4C(F)(F)F)CC3)cc2)c(C)c1Cl,-7%,.,.,0%,-14%,-10,14,.,4%,-2%,1%
CCn1cc(C2=NOC(C(=O)Nc3cccc(C(C)=O)c3)C2)c(C)n1 (stereo not given),-7%,-5%,-22%,2%,-5%,-1,8,0,5%,-2%,.
CC(OC(=O)CCC(=O)c1cccs1)C(=O)Nc1ccc(Cl)cn1 (stereo not given),0%,4%,-3%,1%,-1%,1,1,3,2%,2%,3%
COc1cc(/C=N\Nc2nc3ccccc3o2)cc(OC)c1OC,?,?,?,-1%,24%,15,1,-7,?,12%,-4%
COc1ccc(NC(=O)CSc2nnc(C3CCCCC3)n2N)cc1,-4%,3%,4%,4%,-4%,-10,-4,0,1%,0%,1%
CC1CC(=O)N(CC(=O)Nc2ccc(F)cc2F)c2ccccc2S1(=O)=O (stereo not given),1%,0%,-1%,2%,1%,12,27,0,1%,2%,-3%
COCCSc1nnc(NC(=O)c2ccc(NC(=O)C(C)C)cc2)s1,1%,2%,0%,-1%,-6%,24,4,0,-3%,2%,6%
Cc1noc(C)c1C(=O)OCC(=O)NC(=O)NC12CC3CC(CC(C3)C1)C2,-2%,9%,5%,3%,6%,7,5,10,0%,6%,-2%

# Whole records, looked up by structure. Order of values: NPC1 prom act | RORg inh | VP16 counter | Tb PFK inh | Rab9 prom act | Giardia kill | KCNH2 3.1 block | Coupling enz | FLuc modulator | ELG1 genotox | uPA generation
# Cc1noc(NS(=O)(=O)c2ccc(NC(=O)c3oc4ccc(Cl)cc4c3C)cc2)c1C reads -2% | ? | 28% | 32% | 16% | -9 | 13 | 9 | 17µM* | 16% | -1%
# Cc1nn(-c2ccc(C(=O)N3CCN(S(=O)(=O)c4ccccc4C(F)(F)F)CC3)cc2)c(C)c1Cl reads -7% | . | . | 0% | -14% | -10 | 14 | . | 4% | -2% | 1%
# Cc1[nH]c2ccccc2c(=O)c1SC(F)(F)C(F)C(F)(F)F (stereo not given) reads 1% | 20% | 5% | 0% | -11% | 7 | -3 | -1 | -1% | 0% | -4%
# Cc1ccc(NC(=O)NC(=O)c2ccccc2)cc1F reads 0.56µM* | 8%[1.91 µM] | -12% | 0% | 0.4µM* | -1 | 7 | 4 | -18% | 29% | 1%

# Next section:
SMILES,NPC1 prom act,RORg inh,VP16 counter,Tb PFK inh,Rab9 prom act,Giardia kill,KCNH2 3.1 block,Coupling enz,FLuc modulator,ELG1 genotox,uPA generation
O=S(=O)(c1cc(Br)c(Cl)s1)N1CCCC1,-4%,20%,-21%,3%,-5%,-15,26,5,0%,-4%,-1%
Nc1c(S(=O)(=O)c2cccs2)c2nc3ccccc3nc2n1/N=C/c1cccc(O)c1,-2%,?,?,4%,-3%,23,-4,0,2%,-40%[inhibitor],-8%
CCOC(=O)CCNC(=O)N1CCCC(Cc2ccccc2)(C(=O)OCC)C1 (stereo not given),0%,-6%,-5%,0%,-3%,-8,-6,3,0%,-1%,6%
CCc1cc(=O)oc2c3c(cc(OCC(=O)N[C@H](C(=O)O)[C@H](C)CC)c12)OC(C)(C)CC3,-6%,26%,10%,7%,0%,-5,2,12,?,3%,-2%
Cn1ncc(C#N)c1/N=C/N1CCCCC1,-1%,-15%,-3%,5%,1%,-13,4,0,1%,-4%,11%
COc1ccc(-c2cc(-c3cccs3)c(C#N)c(SCC(=O)NCc3ccco3)n2)cc1,-20%,15%,-9%,2%,-13%,9,-8,-2,12µM*,?,-9%
O=C(Cn1cnc2c(oc3nc4c(cc32)CCCC4)c1=O)Nc1ccccc1,0%,-27%,-23%,-8%,1%,21,12,.,4%,8%,6%
COc1ccc(F)c(CN2CCCC(CNS(=O)(=O)c3cccc4cccnc34)C2)c1 (stereo not given),-15%,7%,0%,-3%,2%,14,18,.,3%,-6%,-1%
CC1(C(=O)O)C=CCN1C(=O)c1ccccc1 (stereo not given),-4%,3%&-19%,9%&5%,0%,3%,-1,.,2&-3,4%,-1%,-4%
Cc1cc(N2CCN(C(=O)Nc3ccc(F)cc3F)CC2)c2ccccc2n1,-3%,-7%,19%,?,-1%,-5,-8,2,-3%,-4%,-16%
O=C(CN1C(=O)NC2(CCCC2)C1=O)OCc1ccccc1,-10%,.,.,-1%,-4%,-11,-3,.,2%,0%,-6%
Cn1c(=O)oc2cc(S(=O)(=O)N3CCC(C(=O)NCC4COc5ccccc5O4)CC3)ccc21 (stereo not given),4%,-13%,7%,2%,-4%,15,-2,5,5%,9%,12%
O=C(CN1Cc2ccccc2C1=O)Nc1ccc2c(c1)OCCO2,30%,19%,-6%,2%,?,-5,4,3,24µM*,5%[9.26 µM],3%
CCOC(=O)CNC(=O)CSc1nc2ncc(Br)cc2[nH]1,5%,-6%,-6%,1%,2%,-8,4,7,-3%,-1%,-7%
CCCCn1c(N)c(N(Cc2ccccc2OC)C(=O)c2cc(CC)c(C)s2)c(=O)[nH]c1=O,-5%,.,.,0%,-2%,-7,1,.,-3%,-4%,1%
